Compound activity deposited in PubChem by National Center for Advancing Translational Sciences (NCATS).
Pol III holo inh – inhibitors of bacterial DNA polymerase III holoenzyme; reconstituted DNA polymerase III holoenzyme replication, biochemical; 71,000 tested, 0.25% active; Potency, µM (doses to about 57.1 µM), for inactives: top-dose activity change, negative = inhibition; note: potency is the fitted concentration of half-maximal effect; % is set by controls: 0 for no effect and ±100 for the full control effect
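Reconstituted *E. coli* holoenzyme (0.35 nM Pol III, 1 nM beta, 154 nM SSB, 2 nM primase) was preincubated with compound for 15 min at RT. Synthesis on 1.4 nM ssM13Gori ran 35 min, then was stopped with PicoGreen/EDTA and read as dsDNA fluorescence.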
GFP derepression – epigenetic modulators derepressing GFP locus in mouse cells; mouse C127i GFP locus derepression, cytometry, 30 h; AID 597; Potency, µM (series often up to 46.1 µM), for inactives: top-dose GFP derepression (activation); 68,000 tested, 0.09% active; note: % of control where 0% means no effect
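Locus derepression in mouse mammary C127i cells whose integrated CMV-GFP reporter is normally silent; GFP expression after 30 h compound treatment was quantified by counting fluorescent cells.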
Hsp90 Hop PPI – changes Hsp90-Hop TPR2A binding signal, up or down | AlphaScreen TPR2A-His6 binding biotin-Hsp90 C-terminal peptide | Potency, µM (series often up to 57 µM), for the others: top-dose activity change, negative = inhibition | 71,000 tested, 0.44% active | AID 595; active = well fitted curve in either direction with a large enough effect; inconclusive = small, poorly fitted or top-dose-only effect, or another doubt; note: potency is the fitted concentration of half-maximal effect; % is set by controls: 0 for no effect and ±100 for the full control effect; many of its hits are not listed in these tables
UbGFP stabilizer – ubiquitin-GFP accumulation via proteasome inhibition. AID 526. Potency, µM (highest dose often 45.9 µM), inactives show top-dose activation (GFP accumulation), hits mostly activators. Ubiquitin-GFP reporter cells, proteasome inhibition, GFP fluorescence; response scale: untreated = 0%, 10 µM MG-132 = 100%. 67,000 tested, under 10 active; active = well fitted activation curve with a large enough effect, not every such curve was filed as active; inconclusive = small, poorly fitted or top-dose-only effect, or another doubt; inactive = no such curve, though single readings can be large or run the other way; note: potency is the fitted concentration of half-maximal effect
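Reporter cells (U2OS, ubiquitin-G76V-GFP fusion) are plated overnight, then treated 4 hr at 37 °C with compound titrations from 46 uM down to 2.9 nM. Activity is scaled against untreated cells and 10 uM MG-132.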
HADH2 inhib – inhibitors of human HADH2 dehydrogenase | AID 886 | Potency, µM (series often up to 57.1 µM), for the others: top-dose activity change, negative = inhibition, hits mostly inhibitors | Q99714 | recombinant HADH2, NADH fluorescence, beta-hydroxybutyryl-CoA | 73,000 tested, 3.4% active; note: potency is the fitted concentration of half-maximal effect; % is set by controls: 0 for no effect and ±100 for the full control effect; nearly all actives have a fitted effect of over 60% in size; many of its hits are not listed in these tables
Target sequence (Q99714 whole entry, looked up, one chain of several): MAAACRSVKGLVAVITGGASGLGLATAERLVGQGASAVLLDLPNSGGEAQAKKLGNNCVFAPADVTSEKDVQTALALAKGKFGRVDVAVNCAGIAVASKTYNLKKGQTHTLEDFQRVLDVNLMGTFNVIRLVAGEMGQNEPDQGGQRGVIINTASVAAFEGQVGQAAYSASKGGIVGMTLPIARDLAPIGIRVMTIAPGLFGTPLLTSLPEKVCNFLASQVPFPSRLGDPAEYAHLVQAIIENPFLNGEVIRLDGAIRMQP
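His-tagged recombinant enzyme from E. coli, 20 nM, preincubated 15 min RT with compound; reaction started with 1 mM NAD+ and 90 uM beta-hydroxybutyryl-CoA in 100 mM Tris-HCl pH 9.0. NADH fluorescence (ex 360/em 450) read over 4 min; last-minus-first difference.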
ALOX15 inhib – blocks human 15-lipoxygenase activity; AID 887; P16050; purified 15hLO-1, xylenol orange hydroperoxide absorbance; Potency, µM (highest dose often 57.1 µM), inactives show top-dose activity change, negative = inhibition, actives largely listed as inhibitors; 74,000 tested, 1.4% active; note: potency is the fitted concentration of half-maximal effect; % is set by controls: 0 for no effect and ±100 for the full control effect; nearly all actives have a fitted effect of over 55% in size
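Hydroperoxide formed from arachidonic acid (50 uM) by purified human 15hLO-1 (40 nM) oxidizes ferrous iron, and the ferric-xylenol orange complex is read at 573 versus 405 nm. Compounds were preincubated 15 min; reaction ran 6 min at room temperature.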
FLuc inh – inhibitors of firefly luciferase; 72,000 tested, 2.2% active; P08659; Potency, µM (highest dose often 57.1 µM), inactives show at the top dose activity change, negative = inhibition, most hits filed as inhibitors; AID 411; purified firefly luciferase, luminescence, 8 min; note: potency is the fitted concentration of half-maximal effect; % is set by controls: 0 for no effect and ±100 for the full control effect; nearly all actives have a fitted effect of over 40% in size
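Substrate buffer containing 10 uM ATP (pH 7.2 imidazole, Mg2+, KCl, detergent, BSA) is dispensed, compound pinned in, then luciferase/luciferin detector mix added. After 8 min at ambient temperature, light output is measured.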
Tau filament bind – binds recombinant human tau filaments; Potency, µM (top dose mostly 57.1 µM), for the others: top-dose activity change, negative = inhibition; 71,000 tested, 2% active; AID 596; P10636; recombinant tau filaments, thioflavin S fluorescence, 15 h; filaments grown with octadecylsulfate alongside compound;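 note: potency is the fitted concentration of half-maximal effect; % is set by controls: 0 for no effect and ±100 for the full control effect; actives lower thioflavin S fluorescence by blocking filaments or displacing dye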
Target sequence (P10636 whole entry, looked up): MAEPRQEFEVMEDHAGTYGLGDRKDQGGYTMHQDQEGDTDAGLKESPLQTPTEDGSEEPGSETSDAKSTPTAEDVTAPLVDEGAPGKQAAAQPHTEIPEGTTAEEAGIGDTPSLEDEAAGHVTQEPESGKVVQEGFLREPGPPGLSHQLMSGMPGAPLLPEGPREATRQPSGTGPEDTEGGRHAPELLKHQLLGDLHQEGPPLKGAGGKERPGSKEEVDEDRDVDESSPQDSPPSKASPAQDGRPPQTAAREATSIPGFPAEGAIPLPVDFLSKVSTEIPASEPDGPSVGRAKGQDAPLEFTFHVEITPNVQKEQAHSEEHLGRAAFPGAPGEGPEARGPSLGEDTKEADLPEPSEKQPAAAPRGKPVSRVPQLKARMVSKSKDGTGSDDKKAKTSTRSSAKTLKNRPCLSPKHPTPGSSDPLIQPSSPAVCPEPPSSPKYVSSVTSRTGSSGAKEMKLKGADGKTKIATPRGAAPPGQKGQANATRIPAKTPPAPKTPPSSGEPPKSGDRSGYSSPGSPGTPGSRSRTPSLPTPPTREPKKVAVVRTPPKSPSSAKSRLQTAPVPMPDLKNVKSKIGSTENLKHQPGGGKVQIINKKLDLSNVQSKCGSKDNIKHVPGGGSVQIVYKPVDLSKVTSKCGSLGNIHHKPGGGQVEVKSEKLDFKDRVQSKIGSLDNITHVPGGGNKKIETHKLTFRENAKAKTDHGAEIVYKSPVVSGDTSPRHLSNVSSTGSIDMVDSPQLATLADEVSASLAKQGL
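Tau 2 uM in ThS buffer dispensed; compound added; 60 uM ODS added (finals 1 uM tau, 30 uM ODS); 15 h 37 C; fluor ex450/em510.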
HBB splicing – modulators of hemoglobin beta chain splicing | HBB splicing reporter cell assay, activation; EGFP reporter with mutant IVS2-654 intron; response scale: normalised to 500 nM splice-correcting PNA | AID 925 | 65,000 tested, 0.06% active | Potency, µM (titrated, usually from 46.1 µM), for the others: at the highest dose activation, most hits filed as activators; note: potency is the fitted concentration of half-maximal effect; 0% is about no effect
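Compounds were applied for 2 days to HeLa EGFP-654 cells, 500/well in Optimem with 2% FCS. The reporter's EGFP is disrupted by mis-splicing of beta-globin intron IVS2-654. Readout: summed well GFP fluorescence from 488 nm laser scanning; reference was 500 nM antisense […] 654 PNA.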
CRE Fsk mod – modulators of forskolin-stimulated CRE signaling in CHO cells; CHO CRE-bla reporter (cAMP response element driving beta-lactamase), forskolin EC10, beta-lactamase ratio; Potency, µM (titrated, usually from 38.2 µM), without a hit: at the top dose activity change, negative = inhibition, actives largely listed as activators; 71,000 tested, 2.5% active; active = well fitted activation curve with a large enough effect in the signal ratio, with a control signal flat, not every such curve was filed as active; inconclusive = small, poorly fitted or top-dose-only effect, or effect the other way, or a change in a side signal; the % refers to the signal ratio; note: potency is the fitted concentration of half-maximal effect; % of control where 0% means no effect
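Reporter-gene assay: CHO cells with beta-lactamase behind cAMP responsive elements, co-treated with compound and EC10 NKH 477 for 3 hours at 37 degrees Celsius. Activity came from the 460/530 nm CCF4 emission ratio.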
ERK AVP inh – vasopressin-driven ERK pathway inhibition; HEK293-V1b, vasopressin-stimulated pERK AlphaScreen; Potency, µM (titrated, usually from 57.5 µM), for the others: top-dose activity, negative = inhibition, most hits filed as inhibitors; 72,000 tested, 0.99% active; AID 995; note: potency is the fitted concentration of half-maximal effect; % is set by controls: 0 for no effect and ±100 for the full control effect; nearly all actives have a fitted effect of over 55% in size
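qHTS, compounds titrated on V1b-expressing HEK293 cells. Preincubation 30 min at 37C, vasopressin 25 nM for 5 min, lysis 10 min, bead incubation 5 hr at room temperature.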
* = called active by the depositor; ? = inconclusive; · = no result given; & = joins results of further samples; [ ] = dose if it differs, or a comment. Unless noted, calls come from the whole dose curve; as a rule, active = well fitted curve in the direction sought with a large enough effect; inconclusive = small, poorly fitted or top-dose-only effect, or another doubt; inactive = no such curve, though single readings can be large; an effect the other way counts as inactive or inconclusive.

SMILES | Pol III holo inh | GFP derepression | Hsp90 Hop PPI | UbGFP stabilizer | HADH2 inhib | ALOX15 inhib | FLuc inh | Tau filament bind | HBB splicing | CRE Fsk mod | ERK AVP inh
Cc1ccc2c(c1)c(C)c(C)n2CC(O)CN1CCOCC1 (centres undefined) | -7.0% | 0.0% | -9.9% | -4.0% | -11.5% | ? | -0.3% | -28.5% | -1.6% | ? | -22.1%
CC(=O)N[C@@H](CC(C)C)C(=O)O | -6.0%[25.6 µM] | 0.0%[20.6 µM] | -1.0%[26 µM] | -8.5%[20.5 µM] | 2.1%[25.6 µM] | 1.7%[25.6 µM] | 0.2%[25.5 µM] | -0.8%[25.6 µM] | 1.1%[20.6 µM] | -4.3%[17.1 µM] | 0.8%[25.7 µM]
Cc1ccc(NC(=O)CSc2n[nH]c(-c3ccncc3)n2)cc1C | -1.9%&-3.0% | 1.5%&3.2% | 1.0%&-2.0% | 1.5%&-3.6% | 0.8%&0.7% | 1.8%&-5.0% | -3.0%&-0.7% | -11.8%&-2.1% | 6.7% | ? | -5.1%&-5.5%
CC1CCN(C(=O)CSc2nnc(CSc3ncccn3)n2C)CC1 | -2.5% | -1.9% | -1.7% | -2.2% | -9.1% | 2.3% | -2.2% | 5.7% | · | 3.1% | 7.1%
CCN1C(=O)[C@H]2[C@H]3[C@H](O)[C@H](O)C/C(=N/OC[C@@H](O)COCc4ccco4)[C@@H]3CC[C@@H]2C1=O | · | · | · | · | 3.4%&2.1%[11.4 µM] | 17.6%&10.9%[11.4 µM] | -0.3%&3.8%[11.4 µM] | · | 4.2%&0.5%[9.22 µM] | · | 0.3%&5.5%[11.5 µM]
CN1CC(=O)N(CC(=O)Nc2ccc(F)cc2)c2ccccc2C1=O | -1.6% | -1.2% | -2.2% | -3.9% | 25.5% | 10.9% | 0.1% | -18.2% | · | -4.2% | 19.5%
N#Cc1ccccc1OC[C@H](O)CNCCNC(=O)Nc1ccccc1 | -6.8% | -0.3% | -6.8% | 1.0% | -1.3% | ? | -1.4% | ? | · | -18.9% | -8.3%
COc1ccccc1CN1CC2(CCN(S(=O)(=O)c3ccccc3)CC2)C1 | -2.3% | -2.3%[9.22 µM] | 0.0% | -3.1% | -8.4% | 2.5% | 0.1%[11.4 µM] | -17.5% | 6.0% | -5.3% | -10.9%
CCOC(=O)N1CCC(NC(=O)Cn2c3ccccc3c3cn[nH]c(=O)c32)CC1 | -2.1% | 2.2% | -17.4% | -3.0% | -19.8% | 5.9% | 3.3% | -0.7% | 1.1% | ? | -4.5%
CCC(C)[C@H](NC(=O)NCC1CCCO1)C(=O)OC (some centres undefined) | -3.9% | 0.0% | -6.1% | 10.7% | -5.5% | 4.3% | 3.0% | -2.2% | 0.1% | 14.5% | 4.8%
CCN(CC)CCCN1C(=O)C(=O)/C(=C(/O)c2ccc3c(c2)OCCO3)C1c1ccco1 (centres undefined) | 4.2% | -2.0% | -1.6% | 7.1% | -4.5% | -12.8% | -1.9% | -2.0% | 0.9%[1.84 µM] | -18.7% | 6.5%
Cc1ccc(Nc2nc(C3CC3)cs2)cc1 | -1.4% | · | -3.3% | -3.8% | 25.1µM* | -26.0% | 7.94µM* | ? | 0.2% | -4.7% | ·
O=C(C1CC1)N1CCN=C1SCc1cccc(F)c1 | 1.7% | 6.9% | ? | 2.9% | 10.7% | 0.5% | 0.2% | -9.1% | 0.5% | -5.9% | 31.4%[activator]
Cc1ccc2nc(/C(C#N)=N/O)[nH]c2c1 | 0.8% | -4.9% | ? | -1.0% | -14.8% | 0.3% | 25.1µM* | -26.8% | · | ? | -14.0%
Oc1c(C(c2ccccc2)N2CCN(Cc3ccccc3)CC2)sc2ncnn12 (centres undefined) | -4.1% | · | -5.1% | 1.6% | 4.2% | 7.2% | 4.0% | 5.5% | 0.2% | ? | ·
CN=C(NC#N)SCC(=O)c1ccc(Cl)cc1Cl | -8.7% | 2.9% | -4.7% | -0.4% | 6.6% | 5.0% | 0.6% | 1.3% | -1.7% | 1.6% | -16.0%
Cc1cc(C)nc(N2CCN(c3nc(C)nc4c3oc3ccccc34)CC2)n1 | 2.4% | -2.2% | -1.8% | -3.8% | ? | 2.1% | 2.8% | 9.3% | 2.3%[57.5 µM] | 0.1% | -0.8%
Cc1ccc(C(=O)c2ccc(CC(=O)O)n2C)cc1 | -9.2%[25.6 µM] | 1.1%[20.6 µM] | -0.6%[26 µM] | -2.9%[20.5 µM] | -4.1%[25.6 µM] | 5.1% | -2.0%[25.5 µM] | 8.9%[25.6 µM] | -0.8%[20.6 µM] | -5.3%[17.1 µM] | -7.7%
CCN(CC)C(=O)Oc1ccc(NC(C)=O)cc1 | -7.0%[11.4 µM] | 0.0% | -2.6%[11 µM] | -0.8%[9.17 µM] | 12.2%[11.4 µM] | 4.4%[11.4 µM] | 2.2% | 16.7%[11.4 µM] | -1.7%[0.0738 µM] | ? | -12.8%
Cc1ccc(-n2ncc3c(N4CCN(c5ccc(F)cc5)CC4)ncnc32)c(C)c1 | 1.7% | 0.0% | 0.3% | -2.2% | 9.8% | -9.4% | 0.2% | -7.6% | -1.2% | 11.9% | -27.4%
O=C(Cn1cnc2c(nnn2Cc2ccc(F)cc2)c1=O)NCc1ccco1 | -1.3% | -3.3% | -4.7% | 5.4% | 1.5% | 4.4% | 1.9% | -14.2% | 4.3% | 2.1% | -7.1%
N#CC1=C(SCC(=O)NC2CCCCC2)NC(=O)CC1c1ccco1 (centres undefined) | -1.8% | 0.0% | -1.0% | 3.4% | -0.9% | 2.9% | -1.5% | 2.5% | 0.0% | -9.8% | -14.6%
CC(=O)c1ccc(N2CCN(C(=O)C3CCN(S(=O)(=O)Cc4ccccc4)CC3)CC2)cc1 | -6.8% | 1.2% | 1.9% | 3.0% | -5.7% | -1.1% | 5.1% | -2.1% | · | 1.0% | -5.6%
CCCc1[nH]nc2c1C1(C(=O)N(C(C)C)c3ccccc31)C(C#N)=C(N)O2 (centres undefined) | -2.3% | -4.7% | 0.5% | 0.0% | 17.6% | 7.8% | 0.7% | -4.1% | -0.5%[57.5 µM] | 2.1% | -19.7%
N#CCCSCc1ccc2oc(C(=O)O)cc2c1 | 0.3% | 0.0% | -4.7% | -4.4% | 7.4% | -9.3% | 2.4% | 16.5% | -0.8% | ? | 32.1%[activator]
C/C(=C\[C@@H](NP(=O)(c1ccccc1)c1ccccc1)c1ccccc1)CO[Si](c1ccccc1)(c1ccccc1)C(C)(C)C | -2.3% | · | 2.3% | · | -0.6% | 1.2% | · | -2.3% | -2.0% | -6.0% | 16.8%
COCCn1c(SCc2nnc(-c3ccccc3)o2)nc2sc3c(c2c1=O)CCC3 | 1.4% | -1.2% | 1.7% | -0.5% | -1.3% | -3.7% | 1.5% | 10.0% | · | ? | -11.9%
COc1cccc(-c2nc(CS(=O)(=O)CC(=O)N3CCN(C)CC3)c(C)o2)c1 | 4.9% | 0.0% | 0.6% | 15.1% | 10.9% | 5.5% | -0.8% | 7.5% | 0.7% | -2.4% | ?
CC(C)C(=O)c1c(C(C)C)nn2ccccc12 | -3.3%&-1.9% | 1.4%&-2.2% | ? | 3.2%&-1.5% | -21.8%&-12.1% | -8.4% | 0.2%&-2.2% | ? | 1.0% | ? | 3.6%
O=C(O)C(=Cc1ccc(-c2ccccc2)cc1)C(=O)O | -8.0%[11.4 µM] | 9.4%[9.22 µM] | -2.3%[11 µM] | -6.8%[9.17 µM] | -17.8%[11.4 µM] | -7.9%[11.4 µM] | 1.2%[11.4 µM] | 6.2%[11.4 µM] | 3.2%[9.22 µM] | ? | 7.1%[11.5 µM]
CCc1c(O)nc(SCC(=O)N2CCCCC2)n(-c2ccccc2C)c1=O | -11.1% | 0.0% | -1.3% | 8.1% | 3.1% | 1.2% | 6.6% | -5.8% | 1.0% | 3.3% | 1.9%

An excerpt; count on the stated rates, not on these rows.
